# sdo1 growth – sdo1-depleted yeast growth rescue; S. cerevisiae sdo1-depleted JHY4D growth rescue, OD600 30 h; hits give high values; pdr5 snq2 efflux-pump mutant strain; 140,000 compounds, 0.21% hits; z-score at 10 µM;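 active = z-score above 3 at both the 24 hr and the 30 hr optical density reads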;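 note: z-score against mean and SD of all compound wells on the same plate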
# Insulin prom inh – TRM-6 insulin promoter activity inhibition | 130,000 compounds, 0.9% hits | TRM-6 cells (human fetal islet line), insulin promoter-eGFP reporter, imaging; reporter expression induced with tamoxifen | AID 1273 | inhibition, % at 2 µM;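 active = inhibition above the mean plus 3 SD, with well images judged a real hit on visual review, cut at about 60% in these data, passing the limit was not always enough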
# sdo1 growth Rescue 24 h – second read-out of sdo1 growth, no call of its own (marks repeat the call); z-score; S. cerevisiae sdo1-depleted JHY4D growth rescue, OD600; measured here: growth rescue at 24 h;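 0 is the plate mean of compound wells and units are plate SD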
# Active calls of the source: *; / = no result given.
SMILES,sdo1 growth,sdo1 growth Rescue 24 h,Insulin prom inh
Cc1ccc(Nc2c(F)c(F)c(F)c(F)c2C(=O)O)c(C)c1,/,/,42
Cc1ccccc1OCCNC(=O)/C=C/c1ccccc1,-0.31,-0.13,-69
Cc1nc(C)c(C(=O)C2=C(O)C(=O)N(CCN3CCOCC3)C2c2cccs2)s1 (stereo not given),0.61,0.5,15
COc1cc2c(C(=O)N3CCN(C)CC3)c(C)n(-c3ccccc3)c2cc1Br,0.88,1.1,0
CC(=O)c1c(C(C)=O)c(C)n(-c2nc(-c3cccs3)c(C)s2)c1C,-0.51,-0.04,-30
COc1cc(/C=N/N(C)c2ccccc2)ccc1O,-0.65,-0.91,31
COc1ccccc1NC(=O)c1cn(C)c(=O)c2cc(OC)c(OC)cc12,0.2,0.2,/
Cc1ccc(Cl)cc1Nc1nc(-c2sc(NC(=O)c3ccco3)nc2C)cs1,-0.86,-1.1,/
Cc1cc(C)nc(N/N=C/c2ccccc2OCc2ccc([N+](=O)[O-])cc2)n1,-1.2,-0.69,0
COc1ccccc1NC(=O)c1ccc(Br)o1,1.6,2.2,62
Cc1ccc(N=C2NC(=O)/C(=C\c3ccsc3)S2)c(C)c1,-1.5,-0.33,14
CC(=O)N/N=C/c1ccc(OCCOc2ccc(Br)cc2)cc1,0.08,0.02,14
CCOC(=O)c1[nH]c2ccccc2c1NC(=O)CC(C)(C)C,-1.3,-1.5,/
O=C(Nc1ccccc1)c1cc(N2CCOCC2)nc2ccccc12,0,-0.33,-33
Cc1cc(Cl)ccc1OC(C)C(=O)NCCCn1ccnc1 (stereo not given),/,/,-94
OCCCNC(c1ccccc1)c1ccc(O)cc1 (stereo not given),1.2,1.6,64
CC(C)c1ccc(NC(=O)c2csnn2)cc1,1.4,1.6,/
O=C(COc1ccccc1)N(Cc1ccco1)C1CCS(=O)(=O)C1 (stereo not given),0.77,0.35,/
COc1cc(C(c2sc3nc(C)nn3c2O)N2CC(C)OC(C)C2)cc(OC)c1OC (stereo not given),0.68,0.24,/
CCOC(=O)C(CC)Sc1ncnc2c1nnn2-c1ccc(F)cc1 (stereo not given),-0.8,8.7,-73
Cc1ccc(NS(=O)(=O)c2ccc(N3CCN(c4ccc(O)cc4)CC3)c([N+](=O)[O-])c2)c(C)c1,-1.1,-0.34,21
Cc1scc(C(=O)NNC(=S)NCC(C)C)c1C,0.11,-1.1,59
CN1c2ccsc2/C(=N/NC(=O)c2c(F)cccc2F)CS1(=O)=O,1.7,0.15,-10
CCOC(=O)C(C)Sc1snnc1C (stereo not given),/,/,11
CC1=NN(c2ccc(Br)cc2)C(=O)/C1=C/c1cccs1,-1.6,-1.6,/
CCCOc1cccc(C(=O)Nc2ccc(Br)cc2F)c1,-0.56,0.28,-50
O=C(Cn1ncc2c1-c1ccccc1OC2)N1CCN(c2ccccn2)CC1,0.41,0.47,/
Cc1cc(OCC(=O)O/N=C(\N)c2ccccc2)ccc1Cl,-1.9,-1.1,17
c1ccc2oc(-c3csc(N4CCOCC4)n3)cc2c1,/,/,-58
O=C(CN(Cc1ccc(F)cc1)C(=O)C1CSC(=O)C1)NC1CCCCC1 (stereo not given),0,-0.23,-23

# Taken from above:
# sdo1 growth Rescue 24 h with CC1=NN(c2ccc(Br)cc2)C(=O)/C1=C/c1cccs1 = -1.6
# sdo1 growth Rescue 24 h with CN1c2ccsc2/C(=N/NC(=O)c2c(F)cccc2F)CS1(=O)=O = 0.15
# sdo1 growth Rescue 24 h with OCCCNC(c1ccccc1)c1ccc(O)cc1 (stereo not given) = 1.6
# sdo1 growth with O=C(CN(Cc1ccc(F)cc1)C(=O)C1CSC(=O)C1)NC1CCCCC1 (stereo not given) = 0

# (continued)
SMILES,sdo1 growth,sdo1 growth Rescue 24 h,Insulin prom inh
COc1ccc(S(=O)(=O)NCCC(C)C)cc1C,0.67,0.87,/
O=C(COC(=O)c1ccccc1C(=O)c1ccccc1)c1ccco1,-0.18,-0.6,26
CCN(CC)C(=O)CSc1nc2ccccc2n1CC(=O)N1CCN(c2ccccc2OC)CC1,0.68,0.65,0
CC(NS(=O)(=O)c1ccc(Br)cc1)C(c1cccs1)N1CCN(C)CC1 (stereo not given),1.2,1,-57
c1cncc(C(c2nnnn2C2CCCC2)N2CCN(Cc3ccc4c(c3)OCO4)CC2)c1 (stereo not given),0.2,-0.13,-119
Cn1c(=O)c2c(nc(NCc3ccco3)n2Cc2ccccc2Cl)n(C)c1=O,0.03,0.21,21
O=C(Cn1c(CO)nc2ccccc21)Nc1cc(C(F)(F)F)ccc1N1CCOCC1,0.65,0.73,-107
COc1ccc(-c2cc(C(=O)N3CCN(c4ccccc4)CC3)c3ccccc3n2)cc1OC,-0.93,-1.2,14
COC(=O)C(C(=O)OC)C(C[N+](=O)[O-])c1ccc(O)c(OC)c1 (stereo not given),0.77,1.6,0
Cc1nonc1C(=O)N/N=C/c1ccc(O)cc1,0.15,-0.7,8
COc1ccccc1Nc1nc2ccccc2n1C,1,1.4,/
O=C(NCCN1CCN(c2ccccc2F)CC1)C1CCCN(S(=O)(=O)c2cnc[nH]2)C1 (stereo not given),0.19,-0.2,/
Cc1ccc(/C=N/N(Cc2ccccc2)c2ccccc2)o1,/,/,-8
Cc1ccc(N2CCN(C(=S)c3ccc(N(C)C)cc3)CC2)cc1,-1.7,-1.3,-25
O=C(NCCN1CCOCC1)c1cnn2c1NC(c1cccs1)CC2C(F)(F)F (stereo not given),/,/,-12

# An excerpt from above in order of the sdo1 growth Rescue 24 h value, descending.
Compound,sdo1 growth,sdo1 growth Rescue 24 h,Insulin prom inh
COC(=O)C(C(=O)OC)C(C[N+](=O)[O-])c1ccc(O)c(OC)c1 (stereo not given),0.77,1.6,0
COc1ccccc1Nc1nc2ccccc2n1C,1,1.4,/
COc1ccc(S(=O)(=O)NCCC(C)C)cc1C,0.67,0.87,/
Cn1c(=O)c2c(nc(NCc3ccco3)n2Cc2ccccc2Cl)n(C)c1=O,0.03,0.21,21
Cc1ccccc1OCCNC(=O)/C=C/c1ccccc1,-0.31,-0.13,-69
Cc1cc(C)nc(N/N=C/c2ccccc2OCc2ccc([N+](=O)[O-])cc2)n1,-1.2,-0.69,0

# Additional structures follow.
SMILES,sdo1 growth,sdo1 growth Rescue 24 h,Insulin prom inh
Cc1cc(C(F)F)n2nc(C(=O)O)nc2n1,1.4,-0.47,/
COc1ccc(NC(=O)CSc2ccc3ccccc3c2)cc1S(=O)(=O)N1CCCCC1,-0.1,0.07,19
Cc1cc(N(C)/N=C/c2ccccc2O)nc(-c2ccccc2O)n1,/,/,-78
Cc1nnc(SCCN2C(=O)c3ccccc3C2=O)[nH]c1=O,2.5,1,28
COc1ccc(CCNC(=O)CN(C)S(=O)(=O)c2ccc(Br)s2)cc1OC,0.53,1.1,-93
CCN(CC)C1=N/C(=C\c2ccc(OC)cc2)C(=O)N1c1ccccc1,0.44,0.46,/
C=CCNc1cc(C)oc(=O)c1C(=O)CCC,0.75,1.1,42
CCSc1nnc(NC(=O)COc2ccc(Cl)cc2)s1,/,/,-22
CCCC(NC(=O)c1ccco1)c1nc2ccccc2[nH]1 (stereo not given),0.39,-1.3,-6
CCOC(=O)CNC(=S)N(Cc1ccccc1)Cc1cccnc1,/,/,-7
O=C(c1coc2ccccc2c1=O)N1CCN(c2cccc(C(F)(F)F)c2)CC1,0.11,0.03,-36
C=C(C)COc1ccc(-c2[nH]ncc2-c2ccccc2OC)c(O)c1,-2.2,-1.3,69
C=C(C)CSc1nc2ccccc2c(=O)n1-c1c(C)n(C)n(-c2ccccc2)c1=O,/,/,-7
NC(=O)c1ccc(C(F)(F)F)n(Cc2ccccc2Cl)c1=O,-1.8,-1.4,26
O=C(O)CCC(=O)Nc1ccc(-c2nnc(-c3ccco3)o2)cc1,0.53,0.53,/

# Three entries from above, arranged by count of non-hydrogen atoms, largest number first:
SMILES,sdo1 growth,sdo1 growth Rescue 24 h,Insulin prom inh
C=C(C)CSc1nc2ccccc2c(=O)n1-c1c(C)n(C)n(-c2ccccc2)c1=O,/,/,-7
Cc1nnc(SCCN2C(=O)c3ccccc3C2=O)[nH]c1=O,2.5,1,28
C=CCNc1cc(C)oc(=O)c1C(=O)CCC,0.75,1.1,42

# Continuation.
SMILES,sdo1 growth,sdo1 growth Rescue 24 h,Insulin prom inh
COC(=O)c1[nH]c2cccc(OC)c2c1NC(=O)CN1CCC(C(N)=O)(N2CCCCC2)CC1,0.23,-0.45,-42
C#CCOCCOCCOCCNc1nc(N2CCN(C(=O)[C@H](C(C)C)n3cc(CCO)nn3)CC2)nc(N2CCN(C(=O)[C@H]([C@@H](C)CC)n3cc(CCCCN)nn3)CC2)n1,0.03,-0.34,20
O=C(C1=C(O)C(=O)N(Cc2ccco2)C1c1ccccc1F)c1cccs1 (stereo not given),/,/,5
CC(C)[C@H](NS(=O)(=O)c1ccc2c(c1)OCCO2)C(=O)OCC(=O)Nc1cccc(Cl)c1Cl,-0.92,-0.54,/
COc1cccc(NC(=O)NC2CCN(Cc3nnnn3Cc3ccc(F)cc3)CC2)c1,1.2,0.63,/
Cc1nn(C)c(Cl)c1NC(=O)OCc1ccc(Cl)cc1Cl,-2.4,-2,13
CCC(C)NC(=S)N1CCN(Cc2ccccc2)CC1 (stereo not given),/,/,-33
Cc1cc(C)n(-c2nc3sc4c(c3c3nnc(SC(C)C)n23)CC(C)(C)OC4)n1,/,/,31
CC(C)c1ccc(NC(=O)COC(=O)CCC(=O)c2cccs2)cc1,-0.9,-0.23,-7
COc1ccccc1-n1c(C)nc2cc(C(=O)NCc3ccc4c(c3)OCO4)ccc21,-0.72,-1.6,0
C=CCN1C(=O)C(O)=C(C(C)=O)C1c1ccccc1F (stereo not given),0.47,0.65,12
Cn1c(=O)c2c(nc(N3CCc4ccccc4C3)n2Cc2ccccc2F)n(C)c1=O,-0.45,0.35,0
COC(=O)C1=C(COc2ccccc2)NC(=O)NC1c1ccc(Br)cc1 (stereo not given),-2,-1.5,36
CC(C)CCn1c(=O)c(C(=O)N/N=C/c2cccc(F)c2)c(O)c2ccccc21,-1.4,-1.1,/
COc1cc(NC(=O)CN2c3ccccc3CC2C)cc(OC)c1OC (stereo not given),0.34,0.67,-43

# Three entries picked at random from the list so far:
SMILES,sdo1 growth,sdo1 growth Rescue 24 h,Insulin prom inh
Cc1cc(C)n(-c2nc3sc4c(c3c3nnc(SC(C)C)n23)CC(C)(C)OC4)n1,/,/,31
COC(=O)C1=C(COc2ccccc2)NC(=O)NC1c1ccc(Br)cc1 (stereo not given),-2,-1.5,36
Cn1c(=O)c2c(nc(N3CCc4ccccc4C3)n2Cc2ccccc2F)n(C)c1=O,-0.45,0.35,0

# More entries.
SMILES,sdo1 growth,sdo1 growth Rescue 24 h,Insulin prom inh
O=C(NC1CCCC1)c1ccc2nc(-c3ccco3)c(-c3ccco3)nc2c1,0.31,0.6,/
CCc1ccc(C(=O)NC(=S)Nc2ccc3c(c2)OCCO3)cc1,-1.2,-1.2,/
CC(C)(C)c1cc(C(=O)N2CCc3ccccc32)ccn1,-1.2,-1.1,/
CCCS(=O)(=O)N1CCc2cc(OC)c(OC)cc2C1,1.1,0.59,/
CN(C)CCCNc1oc(-c2ccccc2)nc1C#N,1.5,1.3,-16
C=C1N(CCCCCC(=O)O)C(=O)OC12CCCCC2,0.71,0.48,/
Cc1cc(C)n2nc3ccccc3c2n1,0.57,0.61,/
COc1ccc(C(=O)NCCc2cc3c(OC)ccc(OC)c3[nH]c2=O)cc1OC,/,/,-45
CCC1CCCCN1C(=O)c1sc2nc(C)nc(N(CC)CC)c2c1C (stereo not given),/,/,14
O=C1c2ccccc2C(=O)N1CCCCCc1nc(-c2ccccc2)no1,-1.2,-1.1,5
O=C(CSc1nnc(C2CC2)n1Cc1ccccc1)c1ccc(S(=O)(=O)N2CCOCC2)cc1,0.7,-0.09,58
CCCOc1ccc(-c2nnc(-c3ccco3)o2)cc1,0.01,-0.11,/
Cc1ccc(N=c2c([N+](=O)[O-])nn(-c3ccccc3)n2O)c(C)c1,-0.68,-0.08,14
CN1CCN(c2nc(N3CCN(c4ccccc4)CC3)ncc2F)CC1,-0.26,-0.14,5
CC(=O)CCc1ccc2oc(C(=O)O)c(C)c2c1,0.56,0.81,/
CC(C)C(NS(=O)(=O)c1cccs1)C(=O)N1CCc2ccccc2C1 (stereo not given),-1.2,-0.88,-24
CCOC(=O)C1=NN(c2ccccc2)C(c2ccccc2)CC1=O (stereo not given),-0.74,-0.61,-61
COc1ccc(-c2nnc(SCC3CCCO3)n2C)cc1 (stereo not given),/,/,-31
CCCc1nc2oc3c(NCCOCCO)ncnc3c2c2c1COC(C)(C)C2,0.18,-0.38,/
Cc1cc(NC(=O)C2CC(c3cccc(Br)c3)=NO2)no1 (stereo not given),0.34,-0.98,-25
C=CCn1c(-c2cccc(OC)c2)n[nH]c1=S,0.04,-0.17,26
C/C(=N/NC(=O)c1cccs1)c1ccc(NC(=O)COc2ccc(Cl)cc2Cl)cc1,-0.47,0.41,/
O=C(Nc1ccc(N2CCN(Cc3ccccc3Cl)CC2)cc1)c1cccnc1,0.33,0.19,-37
O=C(COCC(=O)N/N=C/c1ccccc1F)N/N=C/c1ccccc1F,0.25,-0.59,/
Cc1ccc(CSCc2ccc(C(=O)NCC3CCCO3)o2)cc1 (stereo not given),/,/,-17
CCN(CC)S(=O)(=O)N1CCC(C(=O)NCC2COc3ccccc3O2)CC1 (stereo not given),-0.82,-0.84,23
COc1ccccc1NC(=S)NCCc1ccc(Cl)cc1,-1.7,-1.3,35
Cc1sc2ncn(CCn3cnc4sc(C)c(C)c4c3=O)c(=O)c2c1C,-0.43,-0.9,-438
CC12CC(NC(=O)N1CCc1ccccc1)c1cc(Cl)ccc1O2 (stereo not given),0.13,0.1,46
COc1ccccc1-n1ccnc1SCC(=O)NC1CCCC1,/,/,14
CN(C)S(=O)(=O)c1ccc(NC(=O)COC(=O)c2ccccn2)cc1,0.32,0.26,66

# Screening data (PubChem)
